ELG1 genotox = inducers of genotoxicity in HEK293T ELG1-luciferase cells; AID 504466; actives 1.3% (n = 330,000); Potency, µM (top dose mostly 46 µM), inactives show at the top dose activity change, positive = activation, most hits filed as activators; HEK293T ELG1-luciferase reporter, luminescence, 16 h; note: % of control where 0% means no effect; nearly all actives have a fitted effect of over 60% in size
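DMSO vehicle served as control against compound-treated ELG1-luciferase HEK293T cells; exposure lasted 16 hr at 37 °C and 5% CO2, followed by ONE-Glo luminescence detection after 30 min.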
MLL CXXC-DNA inh = MLL CXXC-DNA interaction inhibition; Q03164; Potency, µM (top dose mostly 115 µM), for the others: at the highest dose activity change, negative = inhibition, usual class: inhibitors; AID 2662; MLL-CXXC / FITC-HOXA9 DNA fluorescence polarization; actives 0.037% (n = 290,000); active = well fitted inhibition curve with a large enough effect in the polarisation, with a control signal flat, not every such curve was filed as active; inconclusive = small, poorly fitted or top-dose-only effect, or effect the other way, or a change in a side signal; inactive = no such curve, though single readings can be large or run the other way; the % refers to the polarisation
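Steps: dispense CXXC domain solution (7 uM) → pin compounds or unlabeled HOX-A9 DNA control → 5 min ambient → add FLSN-HOX-A9 solution (50 nM) → spin → 30 min ambient → fluorescence polarization. Tris pH 7.5/NaCl/DTT/BSA buffer.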
FLuc modulator = firefly luciferase modulation, counter-screen for miR-21 project; P08659; purified FLuc, Km substrates, luminescence inhibition; Potency, µM (top dose mostly 57.5 µM), for the others: top-dose activity change, negative = inhibition, usual class: inhibitors; actives 6.9% (n = 360,000);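 note: plate controls were vehicle for no effect and reference inhibitor for full effect; nearly all actives have a fitted effect of over 55% in size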
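Purified P. pyralis luciferase, 10 nM final, with Km-level 10 uM D-luciferin and 10 uM ATP in 50 mM Tris acetate pH 7.5, 10 mM Mg acetate, 0.01% Tween-20, 0.05% BSA; 6-point qHTS titration about 60 µM downward; luminescence read.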
NPC1 promoter act = activators of NPC1 promoter. actives 2.4% (n = 320,000). Huh7 NPC1 promoter luciferase reporter, 24 h. Potency, µM (doses to about 9.22 µM), for inactives: top-dose activation, usual class: activators;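 note: % of control where 0% means no effect; nearly all actives have a fitted effect of over 60% in size; reporter is driven by a mutant NPC1 promoter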
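Compounds in DMSO were transferred onto Huh7 NPC1-luciferase reporter cells pre-incubated 2 h; after 24 h at 37 °C, Amplite reagent was dispensed and luminescence recorded 10 min later.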
p53 reactivator = mutant p53 re-activation in reporter cells | Potency, µM (highest dose often 92.2 µM), for the others: at the highest dose activity change, positive = activation, most hits filed as activators | H1299 p53-A138V BP100-luciferase reporter, luminescence, 24 h | actives 0.063% (n = 320,000); note: % of control where 0% means no effect; nearly all actives have a fitted effect of over 45% in size
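p53-null H1299 cells stably carrying temperature-sensitive p53-A138V and a BP100-luciferase reporter were pinned with compounds (4-point, 1:5 series) and held 24 hrs at 37 deg C. Luminescence was read 10 min after detection reagent.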
VP16 counter = inhibits Gal4-VP16 luciferase reporter, ROR gamma counter-screen | Drosophila S2 Gal4-VP16 UAS-luciferase, luminescence, 20 h | Potency, µM (series often up to 53.6 µM), for the others: at the top dose activity, negative = inhibition, most hits filed as inhibitors | actives 3.5% (n = 310,000);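 note: Gal4-VP16 expression switched on by copper sulfate through the metallothionein promoter; % is set by controls: 0 for no effect and ±100 for the full control effect; nearly all actives have a fitted effect of over 50% in size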
uPA generation = cell surface uPA generation inhibition | cell surface uPA generation assay, qHTS | Potency, µM (series often up to 38.3 µM), without a hit: at the highest dose activity change, negative = inhibition, actives largely listed as inhibitors | actives 0.31% (n = 330,000) | AID 540303; active = well fitted inhibition curve with a large enough effect; inconclusive = small, poorly fitted or top-dose-only effect; inactive = no such curve, though single readings can be large or run the other way; tested in mouse RAW 264.7 cells; note: % is set by controls: 0 for no effect and ±100 for the full control effect; nearly all actives have a fitted effect of over 55% in size
BRCA1 expr up = activators of BRCA1 expression; MCF7-BRCA1-FFLuc reporter, luminescence, 48 h; response scale: scaled: vehicle 0%, 10 µM genistein 100%; Potency, µM (titrated, usually from 46.1 µM), for the others: at the top dose activation, usual class: activators; actives 1.1% (n = 380,000); note: nearly all actives have a fitted effect of over 80% in size; some results filed as inactive show a strong effect at the top dose
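MCF7-BRCA1-FFLuc, 2000 cells/well; 2 h attach, 37 °C/5% CO2; compound 48 h; luciferase substrate 15 min; luminescence end-point. Norm. to genistein 10 microM max activation and DMSO; concentration-response curves fitted.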
MBNL1 CUG block = inhibitors of human MBNL1 binding to CUG repeat RNA. TR-FRET MBNL1-His/biotin-(CUG)12 binding, 665/545 ratio. Potency, µM (highest dose often 57.5 µM), for the others: at the top dose activity change, negative = inhibition, most hits filed as inhibitors. actives 0.036% (n = 280,000). AID 2675; active = well fitted inhibition curve with a large enough effect in the signal ratio, with a control signal flat, not every such curve was filed as active; inconclusive = small, poorly fitted or top-dose-only effect, or effect the other way, or a change in a side signal; inactive = no such curve, though single readings can be large or run the other way; the % refers to the signal ratio; note: % is set by controls: 0 for no effect and ±100 for the full control effect
Target sequence (Q9NR56 whole entry, looked up): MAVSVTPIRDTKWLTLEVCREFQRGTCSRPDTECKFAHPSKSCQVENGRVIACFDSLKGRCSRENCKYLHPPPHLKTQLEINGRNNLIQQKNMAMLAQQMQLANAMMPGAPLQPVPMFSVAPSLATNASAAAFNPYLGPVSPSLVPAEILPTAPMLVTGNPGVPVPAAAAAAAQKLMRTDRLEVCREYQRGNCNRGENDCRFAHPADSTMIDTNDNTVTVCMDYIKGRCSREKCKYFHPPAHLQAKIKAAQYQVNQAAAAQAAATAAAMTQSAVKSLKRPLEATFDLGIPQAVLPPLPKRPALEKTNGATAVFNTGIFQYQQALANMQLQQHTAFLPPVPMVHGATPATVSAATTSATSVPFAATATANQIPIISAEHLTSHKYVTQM
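Compounds (final 92 nM to 58 uM) are added to His-tagged MBNL1 and biotin-(CUG)12, then terbium anti-His antibody and streptavidin-XL665 (5 nM final). After 60 min at room temperature, the 665/545 nm ratio is read.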
RORg inh = blocks mouse ROR gamma transcriptional activity; P51450; Drosophila S2 Gal4-RORgamma UAS-luciferase reporter, 20 h; Potency, µM (top dose mostly 53.6 µM), inactives show at the top dose activity change, negative = inhibition, hits mostly inhibitors; actives 5.4% (n = 310,000); note: % is set by controls: 0 for no effect and ±100 for the full control effect; nearly all actives have a fitted effect of over 60% in size
Target sequence (P51450 whole entry, looked up, the tested form may be a part): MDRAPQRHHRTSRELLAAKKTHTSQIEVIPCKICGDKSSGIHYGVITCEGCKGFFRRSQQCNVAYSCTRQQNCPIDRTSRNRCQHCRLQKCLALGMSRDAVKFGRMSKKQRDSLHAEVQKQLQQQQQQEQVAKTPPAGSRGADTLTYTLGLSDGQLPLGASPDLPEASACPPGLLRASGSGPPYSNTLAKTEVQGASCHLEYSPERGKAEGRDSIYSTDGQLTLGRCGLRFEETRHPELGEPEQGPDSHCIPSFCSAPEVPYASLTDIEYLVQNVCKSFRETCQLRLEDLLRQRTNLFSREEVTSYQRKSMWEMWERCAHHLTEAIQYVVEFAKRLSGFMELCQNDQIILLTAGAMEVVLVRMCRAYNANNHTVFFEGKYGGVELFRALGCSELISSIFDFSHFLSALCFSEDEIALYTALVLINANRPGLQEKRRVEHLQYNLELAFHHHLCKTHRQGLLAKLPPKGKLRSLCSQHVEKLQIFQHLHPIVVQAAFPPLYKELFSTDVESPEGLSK
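Drosophila S2 cells stably expressing Gal4-DBD/mouse RORγ fusion under metallothionein promoter plus UAS-luciferase; compound 1 h, then 700 uM CuSO4 induction for 20 h at ambient temperature; inhibition read as reduced luminescence.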
Rab9 prom act = activates the Rab9 promoter. Huh7 Rab9 promoter-luciferase reporter, luminescence, 24 h. Potency, µM (highest dose often 9.22 µM), inactives show at the top dose activation, negative = inhibition, actives largely listed as activators. actives 2.8% (n = 320,000); note: % of control where 0% means no effect; nearly all actives have a fitted effect of over 60% in size
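Rab9 promoter-driven luciferase in stably transfected Huh7 cells; 1500 cells/well rested 2 h, exposed to compound in DMSO for 24 h at 37 °C, 5% CO2. Luminescence read 10 min after adding luciferase reagent at ambient temperature.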
Starred values were filed as active, the others as inactive; ? = inconclusive; . = no result given; & = joins results of further samples; [ ] = dose if it differs, or a comment. Unless noted, calls come from the whole dose curve; as a rule, active = well fitted curve in the direction sought with a large enough effect; inconclusive = small, poorly fitted or top-dose-only effect, or another doubt; inactive = no such curve, though single readings can be large; an effect the other way counts as inactive or inconclusive. Potency is the fitted concentration of half-maximal effect. Some of the compounds tested. The share of hits here may be higher or lower than overall.

Preview (two entries):
SMILES | ELG1 genotox | MLL CXXC-DNA inh | FLuc modulator | NPC1 promoter act | p53 reactivator | VP16 counter | uPA generation | BRCA1 expr up | MBNL1 CUG block | RORg inh | Rab9 prom act
O=C(COc1ccc2c(-c3ccccc3)cc(=O)oc2c1)N[C@H](Cc1c[nH]c2ccccc12)C(=O)O | 4% | -18% | ? | 0% | . | -1% | -3% | -2% | 15% | 2% | 4%
O=C(Nc1ccccc1Cl)C1CC(=O)N(c2ccccc2)C1 (configuration not stated) | -3% | -12% | 2% | 0% | -3% | 23% | 11% | 17% | -2% | 31% | 0%

Main list, from the start:
SMILES | ELG1 genotox | MLL CXXC-DNA inh | FLuc modulator | NPC1 promoter act | p53 reactivator | VP16 counter | uPA generation | BRCA1 expr up | MBNL1 CUG block | RORg inh | Rab9 prom act
O=C(COc1ccc2c(-c3ccccc3)cc(=O)oc2c1)N[C@H](Cc1c[nH]c2ccccc12)C(=O)O | 4% | -18% | ? | 0% | . | -1% | -3% | -2% | 15% | 2% | 4%
O=C(Nc1ccccc1Cl)C1CC(=O)N(c2ccccc2)C1 (configuration not stated) | -3% | -12% | 2% | 0% | -3% | 23% | 11% | 17% | -2% | 31% | 0%
O=C(/C=C/c1cccc([N+](=O)[O-])c1)OCC1CCCO1 (configuration not stated) | 3% | -8% | -11% | 3% | 6% | -4% | 8% | 6% | ? | -2% | 0%
N#Cc1ccccc1Sc1ccccc1C(=O)NCC(c1ccco1)N1CCCCC1 (configuration not stated) | -3% | . | 0% | -1% | 0% | . | ? | -25% | . | . | 0%
COc1ccc(S(=O)(=O)NCCOc2ccc(Cl)cc2)cc1 | 0% | . | 1% | -6% | 2% | . | 3% | 7% | . | . | -4%
CCc1ccccc1NC(=O)CNC(=O)CSC(=S)N1CCCC1 | -4% | . | 2% | 1% | -4% | . | 10% | -4% | . | . | 1%
COc1ccc(/C=C(/NC(=O)c2ccccc2)C(=O)N2CCCCC2)cc1OC | -1% | 2% | -1% | -2% | -6% | -17% | 7% | -10% | -14% | -27% | -7%
COc1ccc(C(=O)CCN2CCN(c3ccccc3F)CC2)cc1 | 1% | 4% | -10% | 4% | -13% | ? | -7% | -35% | -18% | 34% | 0%
Fc1ccc(CSc2ncnc3sc4c(c23)CCCC4)cc1 | 0% | 1% | -3% | 2% | -5% | 0% | 2% | -27% | 3% | 27% | -4%
Cc1cc2oc(C(=O)Nc3ccc(S(=O)(=O)Nc4ncccn4)cc3)c(C)c2cc1Cl | 3% | 6% | 0% | -6% | -2% | 0% | 5% | 9% | 0% | -4% | -3%
CC(=O)NCCNC(=O)[C@H](Cc1ccccc1)NC(=O)c1cccs1 | 0% | 4% | 1% | 0% | -2% | -9% | 5% | -2% | -9% | -1% | 28%
COc1ccc(N(CC(=O)NC2CCCCC2)C(=O)c2ccc(C)s2)c(OC)c1 | -3% | 14% | 2% | -1% | -5% | -3% | . | -22% | -2% | 4% | -1%
COC(=O)c1c(C)oc2ccc(N(C(=O)c3ccncc3)S(=O)(=O)c3ccccc3)cc12 | -10% | -13% | -2% | -5% | -1% | ? | -12% | -53% | -3% | -27% | -10%
CCCCN(C(=O)C1CC(=O)N(Cc2ccc(C)cc2)C1)c1c(N)n(CC(C)C)c(=O)[nH]c1=O (configuration not stated) | 1% | 24% | 3% | -5% | 2% | 5% | 3% | -6% | 0% | -7% | 0%
Cc1ccc(NC(=O)CN2C(=O)N/C(=C/c3ccc(C)o3)C2=O)cc1 | 0% | 71%[activator] | -13% | 0% | 3% | ? | -5% | -50% | 7% | 32% | 5%
COc1ccc(Cl)cc1S(=O)(=O)N(C)CC(=O)N1CCCC1 | 3% | 4% | 0% | 1% | 1% | -2% | -4% | -6% | -12% | -8% | ?
COc1ccc(/C=N/n2c(SC)nnc(C(C)(C)C)c2=O)cc1OC | -1% | -1% | 0% | -2% | -2% | -4% | -3% | -7% | 20% | 24% | 3%
COCCNC(=O)C(c1ccncc1)N(C(=O)c1sc(C)nc1C)c1cccc(C)c1 (configuration not stated) | 8% | -11% | -18% | 11% | 0% | 27% | -53% | -8% | -7% | 36% | 13%
CCOC(=O)C1CCN(C(=O)CN(c2ccc(OC)cc2)S(=O)(=O)c2c(C)noc2C)CC1 | 2% | -4% | -1% | 2% | 23% | -4% | -9% | 14% | 0% | -23% | -1%
O=C(COc1ccccc1F)Nc1ccc2c(c1)OCCO2 | 10µM* | 1% | 6.7µM* | 1.8µM* | . | 4% | 1% | -51% | -2% | -6% | 3.2µM*
COc1ccc(CC(=O)OCC(=O)N2CCCc3ccccc32)cc1OC | 13% | . | -2% | 2% | 5% | . | -4% | 3% | . | . | -3%
O=S(=O)(NCCc1ccccc1)c1ccc(Cl)nc1 | 2% | 4% | 1% | -3% | -4% | -2% | -3% | -21% | . | 7% | 0%
Cn1c(SCC(=O)NCc2cccs2)nnc1-c1ccncc1 | -3% | 15% | -3% | 1% | -11% | -4% | 1% | -1% | -5% | 7% | 6%
CCCCCCC(C)n1cc(C(C)=O)c(=O)n(C)c1=O (configuration not stated) | -2% | 3% | 4% | 0% | 0% | -8% | -3% | -23% | -29% | ? | -3%
CCC(Sc1nc2ccsc2c(=O)n1Cc1ccc(C(=O)O)cc1)C(=O)Nc1ccc(C)c(Cl)c1 (configuration not stated) | -11% | -8% | 4% | 1% | -12% | -4% | -4% | -15% | 1% | 23% | -5%

The listing continues:
SMILES | ELG1 genotox | MLL CXXC-DNA inh | FLuc modulator | NPC1 promoter act | p53 reactivator | VP16 counter | uPA generation | BRCA1 expr up | MBNL1 CUG block | RORg inh | Rab9 prom act
COc1cccc(-n2c(SCc3c(C)noc3C)nnc2-c2cccc(S(=O)(=O)N(C)C)c2)c1 | 0% | 17% | -1% | -2% | -4% | 11% | -4% | 0% | -4% | 34% | -3%
CCN(CC)S(=O)(=O)N1CCC(C(=O)NCc2ccc3c(c2)OCO3)CC1 | 1% | 11% | 3% | -3% | 4% | -5% | 2% | -10% | 6% | -5% | -1%
Cc1nnc(C)n1/N=C/c1ccccc1 | 1% | -5% | 5% | 1% | -5% | -4% | -2% | 4% | 11% | -10% | 4%
CCOc1ccc(-n2c(N)c(C(=O)NCc3ccco3)c3nc4ccccc4nc32)cc1 | -2% | 10% | 3% | 1% | 0% | 1% | -7% | -58% | ? | ? | 1%
Cn1cncc1C#Cc1c(C=O)[nH]c2ccccc12 | -4% | . | 1% | -11% | -4% | . | -10% | -81% | . | . | 1%
CCC(Oc1ccccc1)C(=O)NCCCN1CCOCC1 (configuration not stated) | 0% | -1% | 1% | -3% | -2% | 2% | -2% | 0% | -2% | -2% | 11%
O=C(CSCc1c(F)cccc1Cl)NCCSCc1ccco1 | 2% | -11% | -18% | -8% | 7% | 1%[10 µM] | -1% | 60% | -1% | 29% | 0%
O=C(COC(=O)COc1ccc(Br)cc1)Nc1ccc2c(c1)OCCO2 | 0% | . | 0% | -1% | -1% | . | 7% | -2% | . | . | 3%
CCN(CC)c1cc(C)c2cc(NC(=O)c3ccccc3OC)ccc2n1 | -15% | 3% | ? | -13% | -1% | ? | -12% | -14%&-17% | -11% | ? | -5%
O=C(COC(=O)C1CCN(c2ccc(C(F)(F)F)cn2)CC1)c1ccc(F)cc1 | 19% | . | ? | -2% | 11% | . | -1% | 8% | . | . | -5%
CCCCOC(=O)CSC1=C(C#N)C(c2ccc3c(c2)OCO3)CC(=O)N1 (configuration not stated) | -1% | 0% | -2%[2.3 µM] | 1% | -6% | ? | 3% | -11% | -1% | ? | -3%
O=C(Nc1nc(-c2ccccn2)cs1)c1cccc(S(=O)(=O)N2CCOCC2)c1 | 3% | . | 0% | -18% | 29% | . | 10µM* | -73% | . | . | -20%
CCC(C)[C@H](NC(=O)N1CCC(Cc2ccccc2)CC1)C(=O)O (some centres not stated) | 1% | -13% | 0% | -3% | -5% | 5% | 12% | -26% | -8% | 0% | -4%
COc1ccc(OC)c(-c2c3c([nH]c(=S)c2C#N)CCCC3)c1 | -5% | 12% | ? | -5% | 0% | ? | -3% | -15% | 14% | 16µM* | 11%
CCc1ccc(NC(=S)Nc2ccc(S(=O)(=O)Nc3ncccn3)cc2)cc1 | 9% | -4% | ? | 1% | 11% | ? | 3% | 83% | -3% | ? | 3%
Cc1ccc(S(=O)(=O)N2CCCCC2C(=O)O)s1 (configuration not stated) | -4% | -4% | 0% | -3% | 4% | -2% | 0% | -6% | 2% | 4% | 0%
CC(=O)c1c(C)[nH]c(C(=O)Nc2ccc(C)cn2)c1C | ? | 5% | 0.43µM* | 0.71µM* | -10% | ? | -11% | -44% | 9% | 2µM* | 0.25µM*

Source: PubChem
